HTT cytoprotect: qHTS Multiplex Assay to Identify Dual Action Probes in a Cell Model of Huntington: Cytoprotection (ATP). PC12 HTT-Q103 induced, cytoprotection, ATP luminescence, 40 h. Potency, µM (top dose mostly 56.4 µM), for inactives: cytoprotection (ATP increase), actives largely listed as activators. 230,000 tested, 0.14% active. AID 1471, 2008;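 note: potency is the fitted concentration of half-maximal effect; % of control where 0% means no effect; nearly all actives have a fitted effect of over 45% in size; toxic huntingtin expression switched on by the ecdysone agonist tebufenozide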
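Compounds added alongside 100 nM tebufenozide, which induces toxic Q103 huntingtin exon 1-GFP in stable PC12 cells; surviving cells quantified by luminescent ATP measurement. Medium: phenol red-free DMEM, 5% equine and 5% calf serum.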
HttQ103 aggreg: qHTS Multiplex Assay to Identify Dual Action Probes in a Cell Model of Huntington: Aggregate Formation (GFP). PC12 HttQ103-GFP aggregates, Acumen cytometry, 40 h. Potency, µM (top dose mostly 46.1 µM), without a hit: at the top dose activity change, negative = inhibition, usual class: inhibitors. 220,000 tested, 1.1% active. AID 1688, 2009; note: potency is the fitted concentration of half-maximal effect; % is set by controls: 0 for no effect and ±100 for the full control effect; nearly all actives have a fitted effect of over 60% in size
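Huntingtin Q103 exon 1–GFP aggregates in induced PC12 cells (100 nM tebufenozide) were quantified by cytometry from lysates, with compounds dosed in titration.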
CBFb-RUNX1 inh: qHTS Assay for Compounds Blocking the Interaction Between CBF-beta and RUNX1 for the Treatment of Acute Myeloid Leukemia; Runt-related transcription factor 1 (Homo sapiens) + Core-binding factor subunit beta …; AlphaScreen CBFb-His/RUNX1-biotin binding, biochemical; Potency, µM (doses to about 59.8 µM), inactives show top-dose activity, negative = inhibition, actives largely listed as inhibitors; 230,000 tested, under 10 active; AID 1477, 2009; note: % of control where 0% means no effect
Target sequence (Q01196 whole entry, looked up): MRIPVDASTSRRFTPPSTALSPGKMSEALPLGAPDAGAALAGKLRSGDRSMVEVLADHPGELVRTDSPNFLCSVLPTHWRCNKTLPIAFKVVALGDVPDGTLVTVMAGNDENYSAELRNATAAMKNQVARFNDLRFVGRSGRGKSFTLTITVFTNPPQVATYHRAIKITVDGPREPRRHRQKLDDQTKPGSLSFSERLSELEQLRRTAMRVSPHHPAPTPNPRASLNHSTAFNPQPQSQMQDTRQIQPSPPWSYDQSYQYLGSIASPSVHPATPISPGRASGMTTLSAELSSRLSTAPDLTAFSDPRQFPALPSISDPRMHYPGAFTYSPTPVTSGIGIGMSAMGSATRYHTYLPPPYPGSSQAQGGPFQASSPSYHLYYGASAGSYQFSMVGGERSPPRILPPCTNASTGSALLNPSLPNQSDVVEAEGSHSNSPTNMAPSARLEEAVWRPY
Target sequence (Q13951 whole entry, looked up): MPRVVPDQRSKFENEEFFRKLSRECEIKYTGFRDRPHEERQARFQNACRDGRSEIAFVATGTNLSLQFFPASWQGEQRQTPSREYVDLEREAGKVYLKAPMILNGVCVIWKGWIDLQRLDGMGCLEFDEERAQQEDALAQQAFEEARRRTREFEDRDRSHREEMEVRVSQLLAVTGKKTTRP
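Interaction loss through any mechanism counts as activity. Pre-formed complex of His-CBF-beta and biotin-RUNX1 (30 nM apiece) is incubated with compound 15 min, then with 50 ng nickel and 50 ng streptavidin beads for 90 min before AlphaScreen detection.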
SMN2 splice enh: qHTS Assay for Enhancers of SMN2 Splice Variant Expression; HEK293 SMN2-luciferase splicing reporter, luminescence, 30-36 h; Potency, µM (highest dose often 46.1 µM), without a hit: top-dose activity change, positive = activation, hits mostly activators; 210,000 tested, 2.8% active; note: potency is the fitted concentration of half-maximal effect; % of control where 0% means no effect; nearly all actives have a fitted effect of over 55% in size
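qHTS luciferase splicing reporter: luminescence rises when SMN2 exon 7 is included in transfected HEK293 cells. Compound exposure lasted 30-36 h at 37C, with 4.5 mM final sodium butyrate as control, followed by a ONE-Glo read.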
IMPase Li cell: qHTS Assay for Identifying the Cell-Membrane Permeable IMPase Inhibitors: Potentiation with Lithium | 210,000 tested, 0.35% active | Potency, µM (doses to about 59.4 µM), without a hit: top-dose activity, negative = IMPase inhibition, most hits filed as inhibitors | CHO-M1 cells, IP1 TR-FRET (IP-One), carbachol + lithium;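 note: IP1 builds up when IMPase is blocked and the TR-FRET signal falls; potency is the fitted concentration of half-maximal effect; plate controls were basal vehicle for no effect and high inhibitor control for full effect; nearly all actives have a fitted effect of over 50% in size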
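Steps: plate 2000 CHO-M1 cells per well and culture 16–30 h; add compound and lithium; incubate 30 min, 37C; add d2-IP1 tracer and Eu cryptate anti-IP1 antibody in lysis buffer; read after 10 min at room temperature.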
Luc counter: Counterscreen for Luciferase (Kinase-Glo TM) Inhibition; Potency, µM (series often up to 38.3 µM), for inactives: at the top dose activity change, negative = inhibition, most hits filed as inhibitors; AID 1379, 2008; Kinase-Glo luciferase, ATP luminescence, 8 min; 200,000 tested, 0.28% active; note: potency is the fitted concentration of half-maximal effect; % is set by controls: 0 for no effect and ±100 for the full control effect; nearly all actives have a fitted effect of over 60% in size
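Kinase-Glo luciferase light output from ATP and luciferin was measured with 10 uM ATP, within the enzyme's linear range. Buffer: 50 mM imidazole pH 7.2, 50 mM KCl, 7 mM MgCl2, 0.01% Tween 20, 0.05% BSA; luminescence read after 8 min at ambient temperature.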
LMNA splice mod: qHTS Assay for Modulators of Lamin A Splicing; HeLa LMNA splicing GFP/RFP minigene ratio, 48 h; Potency, µM (titrated, usually from 46.1 µM), without a hit: at the highest dose ratio change, negative = inhibition, usual class: inhibitors; 200,000 tested, 0.01% active; AID 1487, 2009; active = well fitted inhibition curve with a large enough effect in the signal ratio, with a control signal flat, not every such curve was filed as active; inconclusive = small, poorly fitted or top-dose-only effect, or effect the other way, or a change in a side signal; the % refers to the signal ratio; note: potency is the fitted concentration of half-maximal effect; % is set by controls: 0 for no effect and ±100 for the full control effect
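S3 HeLa stable clones carrying a lamin A-EGFP splicing minigene plus DsRed2 were seeded at 600 cells/well in Opti-MEM with 2% FBS, pin-dosed and incubated 48 h at 37°C. Acumen cytometry (488 nm) gave the GFP/RFP total-intensity ratio.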
Starred values were filed as active, the others as inactive; ? = inconclusive; · = not tested or not shown; [ ] = dose if it differs, or a comment. Unless noted, calls come from the whole dose curve; as a rule, active = well fitted curve in the direction sought with a large enough effect; inconclusive = small, poorly fitted or top-dose-only effect, or another doubt; inactive = no such curve, though single readings can be large; an effect the other way counts as inactive or inconclusive.

SMILES	HTT cytoprotect	HttQ103 aggreg	CBFb-RUNX1 inh	SMN2 splice enh	IMPase Li cell	Luc counter	LMNA splice mod
COc1ccc(/C=N/NC(=O)CCCOc2ccc(Cl)cc2Cl)cc1	·	15.4%	5.5%	-15.3%	13.3%	-0.4%	3.0%
O=C(Nc1cc(Cl)cc(Cl)c1)c1coc(=O)c(Br)c1	0.9%[10 µM]	4.1%[9.22 µM]	?	·	·	·	·
CN(C)S(=O)(=O)c1ccc(C(=O)Nc2nnc(-c3ccc4c(c3)CCCC4)o2)cc1	8.9%[10 µM]	?	2.1%	-116.6%[inhibitor]	2.8%[38.3 µM]	1.5%	?
CCOC(=O)c1c(N)sc(C(=O)Nc2ccccc2)c1C	-50.4%[inhibitor][10 µM]	-14.4%[9.22 µM]	-3.4%	·	0.9%	-28.6%	1.0%[46 µM]
Cc1ccc(NC(=O)c2cc(C)n(-c3cccc(C)c3)c2C)cc1	·	17.2%	-20.3%	27.0%	6.9%	-0.5%	?
Cc1ccc(NC(=O)CCC(=O)N/N=C/c2cccs2)cc1	-22.9%	16.6%	2.9%	-26.8%	-5.3%	0.6%	·
Cc1cc(C)c(NC(=O)C2CCN(c3cnccn3)CC2)c(C)c1	-9.7%[10 µM]	-16.0%	-1.2%	-10.6%	-4.4%	-1.3%	-10.4%
NC(=S)NNC(=O)/C(=C/c1ccc(Br)cc1)NC(=O)c1ccccc1	-13.6%	-4.6%	3.0%	10.0%	6.4%	5.6%	-5.9%[46 µM]
CC(=O)c1sc(NC(=O)c2c(F)cccc2F)nc1-c1ccccc1	-33.6%[inhibitor]	-1.5%	3.9%	-1.8%	-14.2%	-4.1%	-3.8%[9.22 µM]
CN1CCN(CCCNC(=O)c2cc3c(=O)n(C)c4ccccc4c3s2)CC1	-19.4%	16.7%	-3.7%	7.1%	9.1%[38.3 µM]	13.8%	-24.4%
COc1ccc(NC(=S)Nc2cc(C)[nH]n2)cc1Cl	4.6%[10 µM]	14.6%[9.22 µM]	-10.9%	·	·	·	·
C=CCOC(=O)C1=C(C)NC(=S)C(C#N)(CC=C)C1c1ccccc1Cl (stereo not given)	-15.5%[10 µM]	-27.0%[9.22 µM]	-11.3%	·	·	·	·
Cc1sc2ncnc(NCc3ccccc3)c2c1C	-48.2%[inhibitor]	-2.2%	7.9%	1.4%	?	-2.2%	16.8%
COc1ccc(C(=O)N[C@H](C(=O)NCc2cccs2)C(C)C)cc1	-7.0%	2.6%	-9.5%	-21.2%	26.6%	-0.9%	-13.0%[46 µM]
Clc1ccc2[nH]cc(-c3nnnn3-c3ccc4ccccc4c3)c2c1	19.3%[10 µM]	-11.0%	10.7%	?	11.4%	8.4%	7.9%
CCc1ccc(NC2Nc3cc(C)nn3S2)cc1 (stereo not given)	·	-2.2%	-5.9%	11.2µM*	-0.8%	-0.8%	5.0%
COc1ccc(C(=O)/C=C/Nc2ccc(S(=O)(=O)Nc3cccc(C(C)=O)c3)cc2)cc1	?	?	-6.1%	-36.3%[inhibitor]	15.0%	1.4%	?
COc1ccc(C)cc1NC(=O)CN1CCN(S(=O)(=O)c2ccc(C(C)C)cc2)CC1	5.2%[10 µM]	3.0%	-5.3%	-63.2%[inhibitor]	4.5%[38.3 µM]	-1.9%	8.3%
CCOCCc1nnc(NC(=O)COC)s1	-3.7%	-1.9%	2.0%	2.4%	15.0%[38.3 µM]	-3.0%	11.3%
Cc1cc(-n2cccn2)ccc1CN1CCN(C2CCCC2)C(CCO)C1 (stereo not given)	-25.7%	-9.1%	13.3%	·	16.9%	5.3%	·
COc1ccc(NC(=O)N2CCC3(CC2)CCN(C(=O)c2cccn2C)CC3)cc1	12.1%	·	·	-40.2%[inhibitor]	11.8%	-2.9%	·
O=S(=O)(c1ccccc1F)N1CCN(CC(O)c2ccccc2)CC1 (stereo not given)	-16.4%	-2.6%	6.3%	-6.1%	-0.7%	4.2%	0.6%[46 µM]
CC(C)CN1C(=O)c2ccc(NC(=O)c3cccs3)cc2C1=O	-41.4%[inhibitor]	0.3%	2.8%	20.9%	10.7%[38.3 µM]	-5.3%	-21.1%
COc1ccc(C(=O)CSc2nnc(CNc3ccc(C)cc3C)n2Cc2ccco2)cc1	-10.1%	-16.1%	?	-17.8%	16.8%[38.3 µM]	0.2%	?

Some of these compounds in order of count of non-hydrogen atoms, rising:
SMILES	HTT cytoprotect	HttQ103 aggreg	CBFb-RUNX1 inh	SMN2 splice enh	IMPase Li cell	Luc counter	LMNA splice mod
CCc1ccc(NC2Nc3cc(C)nn3S2)cc1 (stereo not given)	·	-2.2%	-5.9%	11.2µM*	-0.8%	-0.8%	5.0%
CC(C)CN1C(=O)c2ccc(NC(=O)c3cccs3)cc2C1=O	-41.4%[inhibitor]	0.3%	2.8%	20.9%	10.7%[38.3 µM]	-5.3%	-21.1%
Cc1cc(-n2cccn2)ccc1CN1CCN(C2CCCC2)C(CCO)C1 (stereo not given)	-25.7%	-9.1%	13.3%	·	16.9%	5.3%	·

Additional entries follow.
SMILES	HTT cytoprotect	HttQ103 aggreg	CBFb-RUNX1 inh	SMN2 splice enh	IMPase Li cell	Luc counter	LMNA splice mod
Cc1no[n+]([O-])c1COc1ccc(/C=C(\C#N)C(N)=O)cc1	4.7%[10 µM]	18.9%	2.7%	9.5%	10.7%	-2.4%	20.3%
Cc1cc(C)n2nc(C(=O)Nc3ccc(S(=O)(=O)N(C)C)cc3)nc2n1	23.2%[10 µM]	19.1%[9.22 µM]	0.5%	·	·	·	·
O=C(O)CC(NS(=O)(=O)c1c(F)cc(F)cc1Br)c1ccccc1Cl (stereo not given)	-10.8%	-1.4%	5.6%	4.1%	1.9%	0.1%	-9.9%[46 µM]
CCc1ccccc1NC(=O)c1cnc2n(c1=O)CCS2	-4.0%	21.2%	1.0%	-14.3%	5.8%	4.3%	-0.4%
CC1=Nc2ccc3ccccc3c2C1(C)C	4.8%[10 µM]	-13.9%	15.4%	4.5%	11.3%	2.4%	-14.3%[46 µM]
CCOC(=O)C1CCCN(CCC(=O)Nc2ccccc2)C1 (stereo not given)	16.8%	1.4%	-0.7%	-4.0%	36.9%[38.3 µM]	0.5%	-4.2%
CCc1ccc(NC(=O)N2CCC(c3ccccc3)C2)cc1 (stereo not given)	-79.4%[inhibitor]	-17.7%	6.3%	25.1µM*	-4.1%	0.5%	0.6%[46 µM]
NC(=O)CS(=O)(=O)c1nc2ccccc2n1Cc1ccccn1	3.1%	-4.7%	1.3%	·	-3.5%	·	·
Cc1cc2oc(=O)cc(Cn3ccnc3)c2cc1C	-12.1%	7.7%	-3.3%	4.1%	-5.6%[38.3 µM]	1.5%	6.9%
Cc1cc(C)nc(SCNC(=O)c2ccc(Cl)cc2)n1	-9.7%	-2.4%[9.22 µM]	7.7%	-2.9%	10.7%[38.3 µM]	2.0%	8.6%
COc1ccc(OCCCC(=O)N2CCCc3ccccc32)cc1	-5.3%	-10.4%	-1.3%	-9.7%	30.0%[38.3 µM]	0.7%	1.7%
COc1ccccc1NC(=O)Nc1cccnc1	-1.1%[10 µM]	8.0%[9.22 µM]	-11.6%	·	-10.1%	-28.1%	·
S=C(NCc1cccnc1)Nc1ccc(Cl)cc1	7.6%	-15.0%	2.3%	28.1%	7.1%[38.3 µM]	-2.2%	0.5%[0.0737 µM]
CCOCCCNC(=O)c1cn(CC(C)C)c(=O)c2cc(OC)c(OC)cc12	8.9%[10 µM]	9.9%	5.2%	0.0%	13.7%[38.3 µM]	-0.1%	-14.2%
COc1ccc(NC(=O)CSC2=C(C#N)C(c3ccco3)C3=C(CCCC3=O)N2)c(OC)c1 (stereo not given)	-6.1%	21.2%	5.3%	-11.5%	?	5.0%	-10.7%
Cc1ccc(C(OCC(O)CN2CCCCC2CO)c2ccccc2)cc1 (stereo not given)	19.8%[10 µM]	-2.8%	-0.4%	-16.0%	17.6%	-1.4%	2.9%[46 µM]
CC(=O)Nc1ccccc1OCc1cnc(Cl)s1	-3.2%	15.7%	7.1%	0.3%	11.9%	3.6%	28.8%[46 µM]
Cc1nnc(Sc2nc3c(c(=O)[nH]c(=O)n3C)n2CCCc2ccccc2)s1	-7.1%	-1.5%	-4.4%	-0.1%	3.7%[38.3 µM]	-3.7%	-0.9%
O=CN(CCN(C=O)CN1CCCCC1)CN1CCCCC1	12.3%	11.2%	7.8%	?	0.9%[38.3 µM]	-2.1%	4.3%
COc1cccc(CC(C(=O)Nc2cc(C)ccc2C)c2nn[nH]n2)c1OC (stereo not given)	-11.2%[10 µM]	-0.5%	1.5%	-22.9%	-7.8%[38.3 µM]	1.2%	4.0%
COc1ccccc1NC(=S)NCCSc1ccc(Cl)cc1	14.2%[10 µM]	9.0%	-8.5%	-9.4%	2.8%	-1.4%	?
CC(C)(C)c1ccc(/C=C2/SC(N3CCCC3)=NC2=O)cc1	-21.7%[10 µM]	-17.0%[9.22 µM]	5.3%	·	·	·	·
COc1ccc(-c2cn3c(C)c(C(=O)NC(C)C)sc3n2)cc1	-16.4%	16.3%	-7.0%	-3.6%	-6.9%[38.3 µM]	-5.0%	5.1%
CCCN(Cc1ccco1)S(=O)(=O)c1ccc(OC)c(OC)c1	-10.6%[10 µM]	-2.2%[9.22 µM]	-1.7%	·	·	·	·
Cc1nc(NC(=O)CSc2nc3cccnc3n2Cc2ccccc2)sc1C	-48.3%[inhibitor]	?	2.2%	-7.3%	25.7%[38.3 µM]	0.0%	13.8%
O=C(c1ccncc1)c1ccc(NS(=O)(=O)c2ccc(Br)s2)cc1	-42.8%[inhibitor]	?	3.7%	-7.1%	-2.3%[38.3 µM]	0.3%	14.8%
CN1CCCC(OC(=O)c2ccc3c(c2)OCCO3)C1 (stereo not given)	-11.8%[10 µM]	-0.1%	4.0%	19.4%	9.4%[38.3 µM]	0.1%	11.3%
COc1ccc(N(C)S(=O)(=O)c2cccc(C(=O)Nc3ccc(-n4cnnn4)cc3)c2)cc1	-36.5%	?	-5.9%	-41.7%[inhibitor]	21.7%[38.3 µM]	0.7%	?

Source: PubChem BioAssay
